Screens from PubChem.
E-selectin induc: induces E-selectin expression in human endothelial cells; HUVEC E-selectin immunofluorescence imaging; normalized: neutral wells 0, TNF-alpha wells 100; activation, % at 7.58 µM; 260,000 compounds, 0.37% hits;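 active = mean E-selectin-positive cell signal at least 10% of the positive control, reached in at least 60% of replicates, without over 20% cell loss; inconclusive = no rule given, readout overlaps actives, possibly toxicity-flagged; inactive = the rest, including those meeting only one limit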;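 note: in these data hits start at about 27%; measured in HUVEC primary endothelial cells; signal is the percent of cells scored E-selectin positive by PE staining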
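Test system: HUVEC | Signal: Immunofluorescence imaging | Read-out: Percent E-selectin-positive cells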
PglD DTNB: blocks C. jejuni PglD acetyltransferase activity. purified PglD enzyme, DTNB colorimetric CoA detection. inhibition, % at 12.5 µM. 360,000 compounds, 0.098% hits; in the data active = inhibition above about 16%, passing the limit was not always enough; inconclusive = no clear call, values can overlap the other calls; note: strong numbers were not always called active
CASP6 VEID inh: blocks human caspase-6 cleavage activity; P55212; purified caspase-6, Z-VEID-R110 cleavage fluorescence; inhibition, % at 12.5 µM; 350,000 compounds, 0.53% hits; AID 686996;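 active = mean inhibition across replicates at least about 35%, with every replicate also reaching that limit, limit read from the data; inconclusive = only one of the two criteria met; inactive = neither criterion met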;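 note: 0% = median of neutral control wells and 100% = no fluorescence left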
esBAF inh: SWI/SNF esBAF complex inhibition; reporter increase, % at 12.5 µM; 350,000 compounds, 2% hits; mouse ES cells, Bmi1-luciferase knock-in reporter, 24 h; 100% = twice the neutral-well signal; in the data active = activation above about 40%; inconclusive = no clear call, values can overlap the other calls;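 note: 0% = median of the plate's neutral control wells and 100% = double that signal; a rise in the Bmi1 reporter signal indicates esBAF inhibition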
ERp5 block: ERp5 (human) disulfide isomerase inhibition | Q15084 | ERp5 insulin aggregation, absorbance 650 nm, 90 min | inhibition, % at 9.99 µM | 350,000 compounds, 0.05% hits;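 active = mean replicate inhibition above about 25%, with every replicate also reaching it, limit read from the data, passing the limit was not always enough; inconclusive = only one of those two criteria met; inactive = neither criterion met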
Target sequence (Q15084 whole entry, looked up): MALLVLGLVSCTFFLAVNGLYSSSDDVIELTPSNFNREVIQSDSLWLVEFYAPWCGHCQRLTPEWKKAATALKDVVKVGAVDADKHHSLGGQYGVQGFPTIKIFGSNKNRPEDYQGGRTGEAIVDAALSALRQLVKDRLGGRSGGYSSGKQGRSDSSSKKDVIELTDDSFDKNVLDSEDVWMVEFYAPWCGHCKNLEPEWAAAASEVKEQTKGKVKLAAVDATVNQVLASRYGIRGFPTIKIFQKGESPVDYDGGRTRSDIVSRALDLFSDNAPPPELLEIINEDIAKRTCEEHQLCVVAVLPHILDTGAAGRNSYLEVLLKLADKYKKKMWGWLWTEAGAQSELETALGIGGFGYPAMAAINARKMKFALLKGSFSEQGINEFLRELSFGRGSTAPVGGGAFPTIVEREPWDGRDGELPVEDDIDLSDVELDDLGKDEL
ARNT-TACC3 inh: disrupts binding between human ARNT and TACC3 | AID 623870 | Q9Y6A5 | inhibition, % at 9.99 µM | 390,000 compounds, 0.66% hits | AlphaScreen His-ARNT PAS-B/GST-TACC3 binding, luminescence; TACC3 fragment carries E629A point mutation;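 active = mean inhibition of replicates at least 50% and at least half of replicates each reaching 50%; inconclusive = half or more replicates reach 50% but mean below 50%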;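 note: 0% = complete ARNT plus TACC3 wells and 100% = ARNT alone without TACC3; many hits fall short of the cut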
RAD54 branch: inhibitors of human RAD54 branch migration; Q92698; RAD54 Holliday junction branch migration, FAM/BHQ fluorescence; inhibition, % at 10.4 µM; 360,000 compounds, 0.14% hits;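 active = mean normalized replicate activity at least 40 and at least half of replicates scoring 40 or more; inconclusive = only one of the two criteria met; inactive = mean below 40 and under half of replicates reaching 40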;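 note: 0% = median of neutral control wells and 100% = median of positive control wells; inhibitors cause a drop in the FAM fluorescence signal; in these data hits start at about 50%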
RAD52 inh: blocks human RAD52 DNA annealing | AID 651710 | recombinant RAD52 DNA annealing, FRET fluorescence | P43351 | inhibition, % at 18.7 µM | 360,000 compounds, 0.46% hits;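 active = every replicate showing at least 50% inhibition; inconclusive = mean inhibition at least 50% but not in every replicate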
Target sequence (P43351 whole entry, looked up): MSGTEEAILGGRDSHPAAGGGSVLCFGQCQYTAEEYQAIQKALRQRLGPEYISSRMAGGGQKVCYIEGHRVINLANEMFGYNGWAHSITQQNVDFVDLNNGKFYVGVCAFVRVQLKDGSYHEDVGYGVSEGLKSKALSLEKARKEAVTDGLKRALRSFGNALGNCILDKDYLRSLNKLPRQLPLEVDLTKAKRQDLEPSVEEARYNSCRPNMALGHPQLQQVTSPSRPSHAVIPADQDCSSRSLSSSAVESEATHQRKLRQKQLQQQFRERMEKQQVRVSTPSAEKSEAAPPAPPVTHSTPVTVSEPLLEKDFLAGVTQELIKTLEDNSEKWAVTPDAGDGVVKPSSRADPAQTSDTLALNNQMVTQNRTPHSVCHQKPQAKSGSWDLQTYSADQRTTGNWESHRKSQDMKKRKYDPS
* = called active by the depositor; ? = inconclusive; . = no result given.

SMILES	E-selectin induc	PglD DTNB	CASP6 VEID inh	esBAF inh	ERp5 block	ARNT-TACC3 inh	RAD54 branch	RAD52 inh
O=C(c1ccc(F)cc1)N1CCCC(C(=O)N2CCc3ccccc3C2)C1 (stereo unspecified)	1.0	.	2	-3	3	-8	.	-11
O=C(CCCCn1c(=O)[nH]c2ccccc2c1=O)NC1CCN(Cc2ccccc2)CC1	-1.4	-3	-2	-3	-3	2	4	-13
COc1ccccc1NC(=O)N1CCCCN2[C@H](CO)[C@@H](c3ccc(C#Cc4ccccc4)cc3)[C@H]2C1	-0.8	0	0	.	0	2	8	-26
COc1ccc2nc(SCC(=O)Nc3c(C)cccc3C)[nH]c2c1	.	-1	2	5	2	.	0	-12
O=C(Nc1nc2ccccc2[nH]1)c1cccc([N+](=O)[O-])c1	.	.	1	.	-2	1	.	-23
CC(C)OCCCNC(=O)CN1CCN(Cc2ccccc2Cl)C1=O	.	2	.	-3	.	-11	0	.
COc1ccc(CN(C)C[C@@H]2OCCCC[C@@H](C)Oc3ccc(NC(=O)Nc4ccc5c(c4)OCO5)cc3C(=O)N([C@H](C)CO)C[C@@H]2C)cc1	-0.3	-2	3	-5	-1	8	4	18
CCN(Cc1ccccc1)S(=O)(=O)c1c(C)[nH]c(C)c1C(=O)N1CCCC1	0.1	-3	0	-2	1	1	-2	-15
O=C(O)CCC(=O)N1CCN(S(=O)(=O)c2cccs2)CC1	0.1	2	-2	-5	0	-13	-23	-11
CC(=O)N1CCN(c2ccccc2NC(=O)c2ccc(C#N)cc2F)CC1	4.4	.	-2	.	4	0	.	-4
C[C@@H]1CN([C@@H](C)CO)C(=O)c2cccc(NC(=O)C3CCCCC3)c2O[C@@H]1CN(C)Cc1ccc(C(F)(F)F)cc1	-0.5	0	-1	-8	1	8	-11	-31
Cc1cccc(CC2CC(=O)N(c3ccc(C)cc3Br)C2=O)c1 (stereo unspecified)	.	5	-1	0	-2	-1	-5	-10
CCCCC(=O)N(C)c1c(CC)nc2c(OCCOc3ccccc3)cccn12	0.4	0	0	-5	2	.	-8	-19
C[C@@H]1CN([C@@H](C)CO)C(=O)Cc2cc(N(C)C)ccc2O[C@H]1CN(C)S(=O)(=O)c1ccc(Cl)cc1	.	2	4	-1	5	12	2	-2
Cn1c(-c2cccc([N+](=O)[O-])c2)cnc1NCc1cccc([N+](=O)[O-])c1	-1.1	.	0	.	1	10	.	2
CC(C)CC(=O)NCCNC(=O)c1cc(OCC(F)(F)F)ccc1OCC(F)(F)F	.	-7	.	-7	.	-4	1	.
O=C1CCCCC(=O)[C@H](OC(=O)c2ccccc2)C[C@H](c2ccccc2)O1	0.0	.	0	.	-10	.	.	-4
O=C(CSc1ccncc1)Nc1ccc2ccccc2c1	19	.	1	.	8	2	.	-22
CN1C2CCC1CC(NC(=O)c1cccc(C(F)(F)F)c1)C2 (stereo unspecified)	0.2	7	-5	-1	-15	-17	-12	-2
Cc1ccc(S(=O)(=O)N(C)C[C@@H]2OCCCC[C@@H](C)Oc3ccc(NC(=O)CCCN(C)C)cc3C(=O)N([C@@H](C)CO)C[C@@H]2C)cc1	.	-5	-3	-3	4	1	-4	25
O=C(Nc1nc(-c2ccccc2)c(C(=O)c2ccccc2)s1)c1ccc(S(=O)(=O)N2CCCC2)cc1	0.1	-3	.	.	.	3	1	.
COc1ccccc1NC(=O)Nc1nc(CC(=O)Nc2ccc(OC)c(OC)c2)cs1	-1.5	3	-1	6	3	16	5	-15
C[C@@H]1CCCCO[C@H](CN(C)Cc2ccc3c(c2)OCO3)[C@H](C)CN([C@H](C)CO)C(=O)c2cc(NC(=O)C3CCCCC3)ccc2O1	0.8	3	-5	0	5	1	-8	7
Cc1ccccc1C(=O)c1cccn1CC(=O)NCCCN1CC(C)CC(C)C1 (stereo unspecified)	.	.	-13	.	-4	-6	.	-10
CCOC(=O)c1ccc(NC(=O)CSc2nnc(CNC(=O)c3ccco3)o2)cc1	0.8	4	2	-1	-2	-2	-4	-14
O=S(=O)(Nc1ccc(S(=O)(=O)Nc2ncccn2)cc1)c1ccccc1	.	1	11	-3	-6	5	-10	-9
N#C[C@H]1[C@H](c2ccc(-c3cccc(F)c3)cc2)[C@@H](CO)N1C(=O)NC1CCCC1	-0.3	4	-5	7	-7	-29	-7	-12
O=C(Nc1cccc(S(=O)(=O)N2CCCCC2)c1)C1CC(=O)N(Cc2ccccc2)C1 (stereo unspecified)	.	-1	3	-3	0	1	-14	-72
CCC1=NN(C(=O)c2ccccc2[N+](=O)[O-])C(O)(c2ccccc2)C1 (stereo unspecified)	-2.9	2	4	6	-3	.	5	-5
COc1ccc(S(=O)(=O)N2CCOCC2)cc1NC(=O)C1CCCN1C(=O)c1cccs1 (stereo unspecified)	.	-6	-1	-5	-20	-14	7	-7
COc1cccc(CN(C)C(=O)CNC(=O)c2cccs2)c1OC	-1.3	.	0	9	4	0	.	-17
CCOc1ccc(CCNC(=O)COC(=O)C2CCN(S(=O)(=O)c3ccccc3)CC2)cc1OCC	.	-1	1	-1	-1	0	-11	-2
CC(C)Cn1c(SCC(=O)NCc2ccco2)nnc1-c1ccncc1	-0.1	.	2	.	?	-4	.	-13
Cc1cccc(CCNC(=O)C2CC(O)CN2C(=O)Nc2ccccc2)c1 (stereo unspecified)	.	8	-3	-4	-1	.	1	-20
Cc1csc(NC(=O)CSC2=NS(=O)(=O)c3ccccc3N2)n1	.	-2	4	-5	-2	-2	-7	4
O=C(COc1ccccc1Cl)N1CCCCCCC1	.	-2	-1	5	-3	7	-2	-2
CCC(=O)Nc1ccc2c(c1)OC[C@@H](C)N(Cc1cccc(F)c1)C[C@@H](C)[C@H](OC)CN(C)C2=O	-0.1	-4	0	7	-5	21	3	9
CN(C)C(=O)c1ccc(-c2ccc3c(c2)[C@@H]2[C@@H](CCN2C(=O)C2CCC2)[C@H](CO)N3C)cc1	0.0	-16	-3	6	2	-5	1	-6
CC1=NN(S(=O)(=O)c2ccc(F)cc2)C(=O)c2ccccc2O1	.	1	.	-10	.	-3	5	.
C=CCn1c(-c2cccnc2Cl)nc2ccccc21	0.1	.	1	.	4	.	.	-2
Cc1cccc(N2CCN(CC3CCCCC3)CC2)c1C	-0.2	1	-1	-2	-4	-11	-8	-3
C[C@H]1CN([C@@H](C)CO)C(=O)c2cc(C3=CCCC3)cnc2O[C@H]1CN(C)C(=O)c1ccccn1	0.2	1	0	-5	2	2	4	-7
Cc1ccc(C)c(NC(=S)NC(=O)c2cncc(Br)c2)c1	0.1	-3	-1	.	3	.	2	-6
C[C@@H]1CCCCO[C@@H](CN(C)Cc2ccc3c(c2)OCO3)[C@@H](C)CN([C@H](C)CO)C(=O)c2cc(NC(=O)Nc3ccc(C(F)(F)F)cc3)ccc2O1	0.2	0	-2	4	-2	17	3	20
O=c1c(-c2ccco2)[n+]([O-])c2ccccc2n1OCc1ccccn1	.	-7	.	-6	.	3	0	.

Rewritten with two lines to a compound: 4 of the compounds above
Every second line gives: E-selectin induc	PglD DTNB	CASP6 VEID inh	esBAF inh	ERp5 block	ARNT-TACC3 inh	RAD54 branch	RAD52 inh
CCCCC(=O)N(C)c1c(CC)nc2c(OCCOc3ccccc3)cccn12
 : 0.4	0	0	-5	2	.	-8	-19
CCC1=NN(C(=O)c2ccccc2[N+](=O)[O-])C(O)(c2ccccc2)C1 (stereo unspecified)
 : -2.9	2	4	6	-3	.	5	-5
COc1ccc(CN(C)C[C@@H]2OCCCC[C@@H](C)Oc3ccc(NC(=O)Nc4ccc5c(c4)OCO5)cc3C(=O)N([C@H](C)CO)C[C@@H]2C)cc1
 : -0.3	-2	3	-5	-1	8	4	18
C[C@@H]1CN([C@@H](C)CO)C(=O)c2cccc(NC(=O)C3CCCCC3)c2O[C@@H]1CN(C)Cc1ccc(C(F)(F)F)cc1
 : -0.5	0	-1	-8	1	8	-11	-31

Other results follow:
SMILES	E-selectin induc	PglD DTNB	CASP6 VEID inh	esBAF inh	ERp5 block	ARNT-TACC3 inh	RAD54 branch	RAD52 inh
O=C(C[C@@H]1CC[C@H](NC(=O)NC2CCCC2)[C@@H](CO)O1)NCc1ccc(F)cc1	0.0	0	-1	-1	-5	-6	3	4
O=C(CCCn1c(=S)[nH]c2cc3c(cc2c1=O)OCO3)N1CCc2ccccc2C1	.	0	.	-5	.	6	6	.
Cc1cccc(NC(=O)Cn2nc([N+](=O)[O-])c(Br)c2C)n1	2.3	3	-2	5	-3	0	2	-5
CCC(=O)Nc1ccc2c(c1)C(=O)N(C)C[C@@H](OC)[C@@H](C)CN(C(=O)c1ccccc1F)[C@@H](C)CO2	-0.3	0	0	-4	-2	0	14	-7
CC(Nc1ccc([N+](=O)[O-])cc1[N+](=O)[O-])c1ccccc1 (stereo unspecified)	.	.	-1	.	4	12	.	-3
Cc1nc(SCC(=O)N2CCOCC2)c2c(=O)n(C)c(=O)n(CC(C)C)c2n1	0.1	0	-3	-12	0	-7	-8	-21
O=C(c1ccccc1)N1C[C@H]2[C@@H](c3ccccc31)[C@H](CO)N2Cc1cc(F)ccc1F	-0.4	0	1	1	1	6	-11	-24
CCCC#Cc1cnc2c(c1)C(=O)N([C@@H](C)CO)C[C@@H](C)[C@H](CN(C)C(=O)Nc1cccc(F)c1)O2	-0.3	-1	0	5	-7	8	10	-5
C[C@H](O)C#Cc1cnc2c(c1)C(=O)N([C@@H](C)CO)C[C@H](C)[C@H](CN(C)C(=O)Cc1ccccn1)O2	0.4	0	-3	3	0	12	4	-10
COC(=O)C1=C(C)N(CCCC(=O)O)C(=O)NC1c1ccc2c(c1)OCO2 (stereo unspecified)	0.6	1	2	8	0	-5	-6	-7
COc1ccccc1CNC(=O)CN1CCN(c2ccc(C(C)=O)cc2)CC1	.	4	-4	-3	-5	16	-5	-3
CN1[C@@H]2c3ccc(-c4cccc(F)c4)c(=O)n3C[C@H]1[C@H](CO)[C@H]2C(=O)N1CCCCC1	0.2	-1	1	-2	1	6	-3	5
O=C(NCCOC(=O)c1cccs1)c1cccnc1	.	-4	.	-3	.	-10	1	.
COc1ccc(C2(CO)OC(CO)C(O)C2O)cc1 (stereo unspecified)	-0.2	-9	-1	1	-5	7	-13	-3
CCCNC(=O)COC(=O)c1c2c(nc3ccccc13)CCC2	.	5	11	-6	4	0	-17	-2
CC(C)NC(=O)c1onc(CSc2ccc(F)c(F)c2)c1C(=O)NC(C)C	-0.2	0	.	-5	.	-10	-7	.
N#C[C@@H]1[C@@H](c2ccc(C#Cc3ccccc3F)cc2)[C@@H](CO)N1C(=O)C1CC1	-0.2	0	-4	6	4	-33	2	-6
C[C@@H]1CN([C@@H](C)CO)C(=O)Cc2cc(NC(=O)Nc3ccccc3)ccc2O[C@@H]1CN(C)Cc1ccc(Cl)c(Cl)c1	0.4	3	24	0	6	3	-21	-7
Cn1c(/C=C/c2cccc(Br)c2)nc2ccccc2c1=O	-0.1	10	3	34	0	-3	2	4
CC1(C)CCC(=O)C=C1Nc1ccc(F)c(Cl)c1	0.1	3	0	-12	5	7	-14	-15
CCCCNC(=O)CN1C(=O)NC(Cc2ccccc2)(Cc2ccccc2)C1=O	11	2	5	1	-1	10	-4	-4
Cc1[nH]c(=O)[nH]c(=O)c1/C=C/C(=O)O	-2.2	-2	-10	3	6	-4	-16	-18
Cc1ccc(S(=O)(=O)N(C)C[C@H]2OCCCC[C@H](C)Oc3ccc(NC(=O)c4ccncc4)cc3C(=O)N([C@@H](C)CO)C[C@H]2C)cc1	0.3	1	7	-1	2	-8	-9	13
CO[C@@H]1CN(C)C(=O)c2cc(NS(=O)(=O)c3ccccc3C)ccc2OC[C@@H](C)N(C)C[C@H]1C	0.3	-2	-1	3	-2	-3	6	3
